# GPR7 antagonist: GPR7 receptor antagonists, primary screen, cell-based, fluorescence, single concentration; 290,000 compounds, 1.1% hits; GPR7-expressing cells, fluorescence antagonist assay; inhibition, % at 4.4 µM; in the data active = inhibition above about 16%, passing the limit was not always enough;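 also: cells stimulated with the agonist NPW; 0% = agonist with vehicle and 100% = vehicle without agonist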
# GalR3 antagonist: GalR3 antagonists in HEK293 cells, primary screen, cell-based, fluorescence readout; Galanin receptor type 3 (Homo sapiens), O60755; HEK293 GalR3-CNG cAMP membrane potential fluorescence; galR3 body fused to GalR1 C-terminus; inhibition, % at 3 µM; 360,000 compounds, 0.44% hits; AID 651719, 2012;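 active = inhibition above the screen-wide average plus 3 SD, cut at about 13% in these data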;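 also: forskolin and galanin both at EC90 stimulate the cells; cAMP rise reported by CNG channel membrane potential dye signal; 0% = forskolin plus galanin with DMSO and 100% = forskolin alone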
# Target sequence (O60755 1-299 limits assumed): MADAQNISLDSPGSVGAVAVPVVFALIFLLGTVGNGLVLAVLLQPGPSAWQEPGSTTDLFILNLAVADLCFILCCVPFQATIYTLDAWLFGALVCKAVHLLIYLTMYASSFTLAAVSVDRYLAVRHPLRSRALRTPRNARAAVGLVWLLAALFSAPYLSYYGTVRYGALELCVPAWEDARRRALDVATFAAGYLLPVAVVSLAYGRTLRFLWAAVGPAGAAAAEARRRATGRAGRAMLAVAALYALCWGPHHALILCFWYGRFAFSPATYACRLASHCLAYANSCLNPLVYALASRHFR
# NS3 helicase inh: inhibitors of HCV NS3 helicase, primary screen, biochemical, Cy5 molecular beacon fluorescence; Hepatitis C virus NS3 helicase; inhibition, % at 10.9 µM; 290,000 compounds, 0.56% hits; NS3 helicase DNA unwinding;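 active = inhibition above the mean of all tested compounds plus 3 SD, set per campaign, cut at about 35% in these data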;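 also: 0% = DMSO wells and 100% = thioflavine S control wells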
#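 assay system = NS3 helicase fragment of HCV | buffer or medium = MOPS pH 6.5, MgCl2, DTT, Tween20, BSA | timing = 60 min unwinding reaction at 25 °C after ATP addition | signal = Cy5 beacon fluorescence read at start and 1 h | read-out basis = % inhibition of unwinding | control set = low DMSO, high thioflavine S at 110 µM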
# OXTR ag: human OXTR agonists, primary screen, fluorescence, CHO-OTR cells, Fluo-8 calcium; Fluo-8 calcium fluorescence; normalized: DMSO 0%, oxytocin 100%; 320,000 compounds, 0.32% hits; activation, % at 3 µM;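 active = activation above the mean of all tested compounds plus 3 SD, cutoff set per screening run, cut at about 20% in these data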;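 also: peak over basal fluorescence ratio from a 100 s FLIPR kinetic read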
# Target sequence (P30559 whole entry, looked up): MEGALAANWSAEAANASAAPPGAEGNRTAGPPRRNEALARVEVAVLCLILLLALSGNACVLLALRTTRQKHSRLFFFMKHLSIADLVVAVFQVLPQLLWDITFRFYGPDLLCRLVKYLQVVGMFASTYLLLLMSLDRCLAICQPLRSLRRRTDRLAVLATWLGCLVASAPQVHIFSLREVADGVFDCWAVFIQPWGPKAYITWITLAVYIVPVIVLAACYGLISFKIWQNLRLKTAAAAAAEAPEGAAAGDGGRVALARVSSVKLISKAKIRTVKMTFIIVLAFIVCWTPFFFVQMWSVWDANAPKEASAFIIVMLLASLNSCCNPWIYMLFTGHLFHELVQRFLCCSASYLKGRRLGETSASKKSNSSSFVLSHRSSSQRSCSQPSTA
# V1aR counter: agonists of human V1a receptor, primary screen, counter-screen for OXTR agonist project, fluorescence, CHO-V1R cells | Fluo-8 calcium fluorescence, agonist mode; 0% DMSO, 100% 3 nM vasopressin | activation, % at 3 µM | 320,000 compounds, 0.25% hits | AID 2797, 2010;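 active = activation above the mean activation of all tested compounds plus 3 SD, per screening run, cut at about 20% in these data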;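 also: signal is peak over basal fluorescence ratio across a 100 second FLIPR read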
# DNA FID counter: compounds displacing fluorescent DNA intercalator, primary screen, artefact control for HCV NS3 helicase inhibitor project, biochemical, FID fluorescence. 290,000 compounds, 0.17% hits. DNA fluorescent intercalator displacement. inhibition, % at 7.9 µM. AID 1845, 2009; in the data active = inhibition above about 37%;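 also: 0% = vehicle and 100% = reference compound; higher means more ethidium bromide displaced from hairpin DNA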
# VIM-2 inhibitor: VIM-2 metallo-beta-lactamase inhibitors, primary screen, biochemical, epi-absorbance readout, Pseudomonas aeruginosa enzyme. AID 1527, 2009. inhibition, % at 5.6 µM. purified VIM-2, nitrocefin hydrolysis, epi-absorbance fluorescence. 290,000 compounds, 0.89% hits;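 active = inhibition above the mean of all tested compounds plus 3 SD, cutoff set per screening run, cut at about 7.5% in these data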;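 also: red hydrolysis product quenches plate fluorescence so inhibitors raise well fluorescence; 0% = enzyme with DMSO and 100% = DMSO without enzyme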
# IMP-1 inh: IMP-1 metallo-beta-lactamase inhibitors, primary screen, biochemical, epi-absorbance readout, Pseudomonas aeruginosa enzyme; purified IMP-1, nitrocefin hydrolysis, epi-absorbance fluorescence; 290,000 compounds, 0.45% hits; metallo-beta-lactamase IMP-1 (Pseudomonas aeruginosa); AID 1556, 2009; inhibition, % at 5.6 µM;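 active = inhibition above the mean plus 3 SD of all compounds in the same screening run, cut at about 4.5% in these data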;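 also: 0% = IMP-1 with DMSO and 100% = DMSO wells lacking enzyme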
#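 System: purified IMP-1; amount: IMP-1 0.2 nM before substrate addition; compound: single dose, 5.6 µM; times: 25 °C, 15 min preincubation, 25 min reaction; signal: Epi-absorbance via hydrolysed-nitrocefin quenching of white-plate fluorescence, 480/530 nm, EDTA stop; benchmarks: DMSO with and without IMP-1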
# PHOSPHO1 inh: PubChem AID 1565; Phosphoethanolamine/phosphocholine phosphatase (Homo sapiens), Q8TCT1; recombinant PHOSPHO1, absorbance phosphatase assay; inhibition, % at 13.3 µM; 290,000 compounds, 1.1% hits; in the data active = inhibition above about 60%
# Target sequence (Q8TCT1 whole entry, looked up): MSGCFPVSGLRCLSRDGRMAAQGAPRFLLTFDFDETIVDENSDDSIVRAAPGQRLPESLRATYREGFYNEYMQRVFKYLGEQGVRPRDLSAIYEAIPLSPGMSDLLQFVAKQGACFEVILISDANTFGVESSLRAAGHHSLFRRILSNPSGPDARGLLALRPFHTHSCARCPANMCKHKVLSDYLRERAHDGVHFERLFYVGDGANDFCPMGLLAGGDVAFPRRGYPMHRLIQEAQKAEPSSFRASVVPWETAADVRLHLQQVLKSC
# An asterisk follows results filed as active; · = not tested or not shown.
SMILES,GPR7 antagonist,GalR3 antagonist,NS3 helicase inh,OXTR ag,V1aR counter,DNA FID counter,VIM-2 inhibitor,IMP-1 inh,PHOSPHO1 inh
CC(C)(C)c1ccc(S(=O)(=O)NCCc2ccncc2)cc1,-4,-5,-7,4.3,4.6,-11,-0.7,-2.4,9
CN(C)N1C(N)=C(C#N)C(c2ccccc2)C2=C1CC(C)(C)CC2=O (stereo unspecified),-6,-1,0,-1.4,0.3,-12,-0.5,-0.3,18
O=S(=O)(c1cnc(Cl)c(Br)c1)N1CCc2ccccc21,2,-10,-1,0.0,-0.8,-6,-1.1,-4.6,-10
COC(=O)COc1ccc(S(=O)(=O)Nc2ccc(C(N)=O)cc2)cc1C,-5,-5,12,0.3,-0.2,-9,-0.2,-4.4,-4
Cc1ccc(NC(=O)CN2C(=O)N/C(=C/c3ccc(N4CCOCC4)cc3)C2=O)cc1,-2,9,4,-1.1,1.5,-2,-2.9,-0.3,-16
CCc1ccc(N(CC(=O)NC2CC2)S(=O)(=O)c2ccc(C)cc2)cc1,-6,-1,-1,-0.9,-1.4,-40,-0.3,-2.1,-7
Cc1nn(C)cc1S(=O)(=O)NCc1ccccc1Cl,-9,-2,10,-0.6,-0.1,1,-1.3,-2.7,·
Cc1nn(-c2ccccc2C(F)(F)F)c(=O)c2noc(C)c12,-11,3,8,-0.9,0.3,1,-1.5,-4.3,19
Cc1ccc(C)c(S(=O)(=O)N2CCN(C(=O)Cn3cnc4c3c(=O)n(C)c(=O)n4C)CC2)c1,-14,2,-4,-1.7,0.1,-29,-1.8,-3.9,33
Cc1ccc(N2CC(C(N)=O)CC2=O)cc1C (stereo unspecified),-3,0,4,-0.2,0.8,-2,-0.3,-2.5,-11
O=C(NCCCn1ccnc1)NC(C(F)(F)F)C(F)(F)F,-3,-3,-4,0.8,0.2,0,0.4,-3.1,-21
O=C1CC(=O)c2c1cccc2[N+](=O)[O-],-13,·,37*,·,·,-8,-1.7,1.3,-135
CC(C)[N+](C)(C)CC#CC(O)(c1ccccc1)c1ccccc1,-12,0,6,-0.6,0.2,3,-3.7,-2.7,13
CCNC(=O)NC(=O)CSc1ccccc1F,-6,-10,4,-1.2,0.0,-4,-7.0,-2.2,-5
CCOc1ccc(NC(=O)NCCCn2c(C)nc3cc(C)c(C)cc32)cc1,13,-5,-14,0.8,2.9,0,-5.1,-5.2,10
CC(=O)N1CCc2c(sc(NC(=O)Cc3ccc(C)cc3C)c2C#N)C1,-14,1,13,-0.5,-0.3,-25,-1.8,-2.5,38
CCOc1ccc2[nH]c(=O)c(CN(CCO)Cc3nnnn3CCc3ccccc3)cc2c1,-3,-5,11,0.1,0.2,2,-0.2,1.8,23
CC(C)(C)NC(=O)CN1C(=O)NC(c2ccccc2)(c2ccccc2)C1=O,-11,-8,10,2.8,3.4,-20,-2.2,-2.1,4
CCCCCCCN=C(C)c1ccccc1O,-11,-5,-1,-0.9,5.1,-2,-3.5,-3.1,32
O=C(Nc1ccccc1F)NC1CCCc2ccccc21 (stereo unspecified),-8,0,-17,-2.2,-1.4,-4,-1.2,1.4,7
CC(=O)c1ccc2c(c1)Nc1ccccc1S2,-9,-4,8,2.5,4.7,10,0.3,-3.4,-27
CCOC(=O)c1c(C)oc2ccc(OC(=O)c3cccs3)cc12,-11,-5,-2,-1.2,-0.7,-4,-0.6,-1.8,0
COc1ccc(OC)c2c(=O)cc(C(=O)O)[nH]c12,-6,-5,12,0.6,-0.2,-1,-2.2,-4.8,51
COc1ccc2c(c1)c(C(=O)N/N=C/c1ccccc1Cl)c(C)n2C,-3,-1,-29,2.3,1.4,-25,-4.7,-5.3,22
CCn1nc(NC(=O)Cc2ccc(OC)cc2)c2cc3cc(C)ccc3nc21,8,-3,-2,-0.3,1.2,0,-1.3,-2.2,12
Cc1cc(/C=C2/NC(=O)NC2=O)c(C)n1-c1ccccn1,-12,-1,-2,-0.2,0.2,1,-2.7,-2.9,9
COc1ccccc1N1CCN(C2CCN(C3CCC(c4ccccc4)CC3)CC2)CC1 (stereo unspecified),-18,·,-2,1.2,0.6,17,0.7,-1.9,-7
O=C(C[n+]1cc(-c2ccc(F)cc2)n2c1CCC2)Nc1nc(-c2ccccc2)cs1,-2,-4,-88,-0.4,0.6,16,-4.8,-4.1,14
CN1CCN(c2ccc(NC(=O)Cc3ccccc3)cc2)CC1,-3,-3,-6,0.6,-0.2,6,-1.7,-7.7,-2
COc1ccc(-c2sc(C(=O)c3ccc(Cl)cc3Cl)cc2CC(=O)O)cc1,12,-8,1,-1.4,0.7,-9,11*,-1.2,44
Cc1cccc(NC(=O)c2cnc3sccn3c2=O)n1,-13,1,8,1.4,0.3,3,-1.2,-4.2,·
O=C1c2ccccc2C(=O)N1CNc1ccccc1,2,0,4,1.4,0.6,5,-2.6,-1.1,10
Cc1ccc(NC2=NCC(=O)N2Cc2ccc3c(c2)OCO3)c(C)c1,0,-2,-24,2.6,1.8,-9,1.4,-1.7,4
OCC1(CCc2ccccc2)CCN(C/C=C/c2ccccc2)CC1,13,3,-17,3.5,1.0,3,-4.1,-2.8,19
CCN(CC)CCN(C(=O)CCOc1ccccc1)c1nc2c(F)cc(F)cc2s1,-5,-6,4,0.7,0.9,4,-2.2,-2.3,9
Cc1ccc(C(=O)Nc2cc(C(F)(F)F)ccc2N2CCCCC2)cc1[N+](=O)[O-],-3,-2,-2,-0.8,-0.8,0,-0.7,-1.7,-14
O=C(Nc1nnc(C2=COCCO2)o1)c1ccc([N+](=O)[O-])s1,-12,-2,13,-0.4,0.0,5,-4.2,-2.5,28
COc1ccc(CCC(=O)Nc2ccc(S(=O)(=O)N3CCOCC3)cc2)cc1,5,4,-7,7.8,5.0,-15,-1.5,-2.4,26
Clc1ccc(C2=NCCN2)cc1,-7,1,4,-0.2,1.0,1,-3.2,-2.7,44
COc1cc(CO)c(OC)c([N+](=O)[O-])c1,17,-4,20,0.1,-0.1,-3,1.7,1.2,26
CCOC(=O)Cn1c(=O)oc2cc(S(=O)(=O)N3CCC(N4CCCCC4)CC3)ccc21,-12,-3,-1,1.4,0.7,4,-3.4,-5.2,-7
O=C(NC(N1CCCC1)C(Cl)(Cl)Cl)c1ccccc1 (stereo unspecified),-16,-4,0,-0.1,1.9,-1,-1.5,-2.7,29
CC(=O)N(C(C)=O)c1cccc2c(N(C(C)=O)C(C)=O)cccc12,7,-5,-18,0.8,0.2,4,-1.0,0.1,3
COC(=O)C1=CN(Cc2ccc(OC)cc2)C=C(C(=O)OC)C1c1cc(OC)c(OC)c(OC)c1,8,·,-26,-2.0,-2.3,-48,-2.5,-2.2,20
CC(=O)NC1=NN(C(C)=O)C(C)(c2cccnc2)S1 (stereo unspecified),0,-1,1,1.2,-0.5,-7,2.2,-2.0,11
Clc1cccc(Cl)c1NC1=NCCC1,-3,-3,6,0.3,0.5,-2,-3.4,-1.1,0
CNc1nn(-c2cccc(Cl)c2)nc1N,12,1,-2,1.9,4.0,13,1.9,0.6,-20
CC(C)COC(=O)c1nnsc1NC(=O)Nc1ccccc1,-14,-3,0,0.8,0.8,-1,-4.3,0.0,34
COc1ccc2cc(CCN3C(=O)c4ccccc4C3=O)c(=O)[nH]c2c1,-5,-1,-5,1.4,0.2,0,-2.4,-1.7,-1
CC(C)Oc1ccc(C(=O)Nc2ccc(Cl)c(S(=O)(=O)Nc3ccc(Cl)cc3)c2)cc1,-8,-4,10,0.3,1.1,-7,-4.2,-1.6,-18
# Other entries follow:
SMILES,GPR7 antagonist,GalR3 antagonist,NS3 helicase inh,OXTR ag,V1aR counter,DNA FID counter,VIM-2 inhibitor,IMP-1 inh,PHOSPHO1 inh
COc1cc(NC2c3ncccc3C(=O)N2Cc2ccco2)cc(OC)c1 (stereo unspecified),-12,-3,-5,-0.7,-1.2,-3,-1.4,-0.5,42
CCCc1cc(C(=O)Cc2nc3ccccc3s2)c(O)cc1O,1,6,20,2.1,0.1,-5,1.3,0.5,0
Cc1ccccc1N1CCN(C(=O)CN2C(=O)c3ccccc3C2=O)CC1,-2,-2,1,3.7,2.6,-12,-4.4,-3.6,-8
O=C(NCc1ccco1)c1ccc(CNc2c(N3CCCCC3)c(=O)c2=O)cc1,-11,0,-4,1.0,0.3,-11,-5.2,-2.3,-9
CCOc1ccc(N(CC(=O)NC(C)CC)S(C)(=O)=O)cc1 (stereo unspecified),-3,-3,4,0.4,1.7,2,-1.9,3.8,0
CN1CCN(c2nc(NCc3ccco3)nc(N)c2[N+](=O)[O-])CC1,-10,-1,5,0.1,-1.9,4,-2.7,-3.1,60*
N=c1ccn(Cc2cccc(Cl)c2)cc1,-8,-1,3,0.0,0.1,1,-1.8,-0.8,-25
CCn1c(SCc2ccc(C)cc2)nnc1-c1cnccn1,6,1,-10,0.5,0.3,-20,-2.5,-2.6,-39
c1ccc(Cn2nnc3c(Nc4ccc5c(c4)OCO5)nc(C4CC4)nc32)cc1,6,-8,3,-0.4,-0.2,1,-2.5,-3.9,25
Cc1cc(C)nc(SCc2nnc(SCc3ccc([N+](=O)[O-])cc3)n2Cc2ccco2)n1,3,-3,-5,-1.1,-1.1,-40,-2.9,-1.6,-43

# Gathered by group, the compounds so far with a tert-butyl group.
SMILES,GPR7 antagonist,GalR3 antagonist,NS3 helicase inh,OXTR ag,V1aR counter,DNA FID counter,VIM-2 inhibitor,IMP-1 inh,PHOSPHO1 inh
CC(C)(C)c1ccc(S(=O)(=O)NCCc2ccncc2)cc1,-4,-5,-7,4.3,4.6,-11,-0.7,-2.4,9
CC(C)(C)NC(=O)CN1C(=O)NC(c2ccccc2)(c2ccccc2)C1=O,-11,-8,10,2.8,3.4,-20,-2.2,-2.1,4

# Continuation:
SMILES,GPR7 antagonist,GalR3 antagonist,NS3 helicase inh,OXTR ag,V1aR counter,DNA FID counter,VIM-2 inhibitor,IMP-1 inh,PHOSPHO1 inh
Cc1cc(C)cc(-n2c(SCC(=O)NCc3ccc4c(c3)OCO4)nc3ccccc3c2=O)c1,-4,-2,-3,-2.0,-0.5,2,-2.3,0.3,-4
Cc1noc(C)c1CSc1nnc(-c2cc(Cl)ccc2Cl)n1N,1,-6,-3,-2.9,-0.6,-4,-2.1,-1.8,39
COc1ccc(CNC(=O)CN2C(=O)CC(c3ccccc3)=Nc3ccccc32)cc1,-10,-4,-4,0.8,1.3,-12,-4.9,-3.9,43
CC(C)(C)c1nnc(NC(=S)Nc2ccccc2)s1,-17,1,1,2.3,7.5,-14,-1.6,-2.9,33
O=C(O)c1cnn(-c2ccccc2)c1-c1ccccc1,-9,-4,0,1.6,0.6,-3,-1.0,-0.1,7
Cc1ccc(F)c(CNC(=O)C2CCC(=O)N(CCCN3CCCC3=O)C2)c1F (stereo unspecified),-11,-2,-4,0.8,0.7,-12,-2.4,-3.2,22
